High-throughput results as filed in PubChem BioAssay.
PTHR1 ag = activates the human parathyroid hormone receptor PTHR1; Q03431; HEK293 GP2 PTHR1 cells, GloSensor cAMP luminescence, 1 h; Potency, µM (doses to about 115 µM), without a hit: at the top dose activation, most hits filed as activators; 410,000 tested, 0.075% active; note: potency is the fitted concentration of half-maximal effect; nearly all actives have a fitted effect of over 55% in size; some results filed as inactive show a strong effect at the top dose; inactives centre near -15; many of its hits are not listed in these tables
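HEK-293-derived GP2 cells expressing PTHR1 and a GloSensor cAMP reporter, 3,000/well, plated overnight, given luciferin plus IBMX (each 0.5 mM as added) for 1 h at 37 °C, then compound for 1 h at 37 °C. Luminescence was read after 15 min at room temperature.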
DRD3 antagonist = blocks the human D3 dopamine receptor. P35462. 360,000 tested, 2.5% active. max response, negative = inhibition, %. D3R cells, DiscoveRx beta-arrestin luminescence, antagonist mode; active compounds read low; in the data active = max response below about -50%; inconclusive = no clear call, values can overlap the other calls; note: % is set by controls: 0 for no effect and ±100 for the full control effect; mostly tested at two doses, the higher about 12 µM
Target sequence (P35462 whole entry, looked up): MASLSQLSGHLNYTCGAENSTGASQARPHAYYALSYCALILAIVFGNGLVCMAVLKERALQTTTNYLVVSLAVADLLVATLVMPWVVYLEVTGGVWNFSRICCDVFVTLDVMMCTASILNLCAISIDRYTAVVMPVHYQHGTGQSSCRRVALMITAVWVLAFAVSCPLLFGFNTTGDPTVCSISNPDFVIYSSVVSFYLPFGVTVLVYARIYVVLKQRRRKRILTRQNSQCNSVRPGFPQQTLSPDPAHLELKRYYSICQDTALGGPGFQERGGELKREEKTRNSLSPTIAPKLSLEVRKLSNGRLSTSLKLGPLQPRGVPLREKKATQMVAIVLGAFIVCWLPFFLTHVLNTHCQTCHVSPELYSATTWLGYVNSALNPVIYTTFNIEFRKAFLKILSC
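Cells expressing the human receptor were seeded at 1500 cells/well, incubated overnight at 37 degrees C in 5% CO2, then exposed to library compounds with dopamine controls for 90 minutes at 37 degrees C before luminescent detection.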
GLP-1R inv ag = GLP-1 receptor (human) inverse agonism. P43220. HEK293 GLP-1R CRE-luciferase, luminescence, 24 h; GLP-1R form is constitutively active. Potency, µM (highest dose often 38.3 µM), inactives show at the highest dose activity change, negative = inhibition, most hits filed as inhibitors. 410,000 tested, 1.6% active. AID 624417; note: potency is the fitted concentration of half-maximal effect; % is set by controls: 0 for no effect and ±100 for the full control effect; nearly all actives have a fitted effect of over 55% in size
Target sequence (P43220 whole entry, looked up): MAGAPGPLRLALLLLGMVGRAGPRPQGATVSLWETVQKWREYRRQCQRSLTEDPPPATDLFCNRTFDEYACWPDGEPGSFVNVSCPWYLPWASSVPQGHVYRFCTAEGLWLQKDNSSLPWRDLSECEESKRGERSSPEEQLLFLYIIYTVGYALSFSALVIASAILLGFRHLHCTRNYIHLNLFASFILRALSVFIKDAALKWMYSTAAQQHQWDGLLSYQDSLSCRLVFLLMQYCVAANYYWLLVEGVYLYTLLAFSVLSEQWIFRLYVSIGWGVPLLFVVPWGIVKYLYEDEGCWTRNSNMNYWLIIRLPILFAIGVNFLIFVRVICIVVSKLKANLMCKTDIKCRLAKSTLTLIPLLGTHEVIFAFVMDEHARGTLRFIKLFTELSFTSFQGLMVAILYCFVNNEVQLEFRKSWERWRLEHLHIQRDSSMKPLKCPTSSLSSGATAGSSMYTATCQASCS
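qHTS in 1536-well format: reporter HEK293 cells expressing constitutive GLP-1R activity in DMEM + 10% Nu serum, 24 hr with compounds at 37 deg C, luminescence read after 12 min with detection reagent.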
KB-V1 cytotox = KB-V1 MDR subline cytotoxicity. 400,000 tested, 3.4% active. KB-V1 MDR cells viability, CellTiter-Glo, 72 h. AID 1347076. Potency, µM (series often up to 46.1 µM), inactives show at the highest dose activity change, negative = cytotoxicity, most hits filed as cytotoxic; note: potency is the fitted concentration of half-maximal effect; % is set by controls: 0 for no effect and ±100 for the full control effect; nearly all actives have a fitted effect of over 60% in size
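In this primary screen, KB-V1 cells overexpressing P-gp are incubated with library compounds (lowest to highest concentration) for 72 h at 37 degrees C before a luminescent ATP viability read.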
aSyn yeast inh = rescues yeast growth from alpha-synuclein toxicity. Yeast expressing alpha-synuclein, growth rescue, BacTiter-Glo, 24 h. Potency, µM (highest dose often 46.1 µM), without a hit: top-dose growth rescue (activation), most hits filed as activators. 370,000 tested, 0.14% active; note: potency is the fitted concentration of half-maximal effect; % of control where 0% means no effect; nearly all actives have a fitted effect of over 65% in size
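Screening used galactose-induced yeast with toxic alpha-synuclein levels, exposed to compound for 24 hr at 30 deg C. Cell growth, read with BacTiter-Glo luminescence, gave the measured signal.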
D3 ag = agonists of human D3 dopamine receptor; D3R DiscoveRx beta-arrestin cells, luminescence, 90 min; max activation, %; 410,000 tested, 0.58% active; in the data active = max activation above about 30%; note: 0% is about no effect; mostly tested at two doses, the higher about 12 µM
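Cells at 1500/well, incubated overnight, then treated with pinned compounds (dopamine as control) for 90 min at 37 degrees C. DiscoveRx reagent added for 30 - 60 minutes at room temperature; luminescence read.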
TDP-43 yeast inh = TDP-43 toxicity inhibition in yeast. TDP-43 expressing yeast growth rescue, BacTiter-Glo, 24 h. Potency, µM (doses to about 46.1 µM), for inactives: at the top dose growth rescue (activation), hits mostly activators. 410,000 tested, 1.8% active. AID 652104; note: potency is the fitted concentration of half-maximal effect; % of control where 0% means no effect; nearly all actives have a fitted effect of over 50% in size
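Readout is BacTiter-Glo luminescence of cell growth, so inhibitors register as activators. TDP-43-expressing yeast at OD600=0.02 in galactose medium, after raffinose pregrowth to mid-log, were incubated with compound for 24 hr at 30 deg C.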
GLP-1R agonist = GLP-1 receptor (human) agonism | HEK293 GLP-1R CRE-luciferase, luminescence, 4-6 h; cells express a hypersensitive GLP-1R form | AID 624172 | Potency, µM (highest dose often 45.6 µM), without a hit: at the highest dose activation, most hits filed as activators | 380,000 tested, 0.007% active; note: potency is the fitted concentration of half-maximal effect; % of control where 0% means no effect
HEK293 tox = cytotoxic in the GLP-1 receptor inverse agonist counter-screen. HEK293 cAMP-luciferase reporter cells, luminescence, 24 h. Potency, µM (series often up to 38.3 µM), without a hit: at the top dose activity change, negative = inhibition, actives largely listed as inhibitors. 410,000 tested, 0.13% active. AID 624418;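 note: loss of luciferase light is scored as toxicity; potency is the fitted concentration of half-maximal effect; % is set by controls: 0 for no effect and ±100 for the full control effect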
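Cells in DMEM/10% Nu serum/1% pen-strep, 1536-well format. Pre-incubated 12 h, dosed with 23 nL compound, incubated a further 24 h. Luciferase detection, 12 min at room temp, luminescence.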
The depositor's hits bear a star; i = inactive; ? = inconclusive; nt = not tested or not shown; [ ] = another dose, or the depositor's remark. Unless noted, calls come from the whole dose curve; as a rule, active = well fitted curve in the direction sought with a large enough effect; inconclusive = small, poorly fitted or top-dose-only effect, or another doubt; inactive = no such curve, though single readings can be large; an effect the other way counts as inactive or inconclusive. Only part of the results is shown, so the mix of outcomes need not match the whole.

SMILES	PTHR1 ag	DRD3 antagonist	GLP-1R inv ag	KB-V1 cytotox	aSyn yeast inh	D3 ag	TDP-43 yeast inh	GLP-1R agonist	HEK293 tox
CC1CCC2(CC1)NC(=O)N(CC(=O)N1CCN(C(=O)c3cccs3)CC1)C2=O (stereo unspecified)	16.3%	5.7	-9.4%	?	-0.7%	-1.0	2.8%	-4.1%	5.9%
Cc1cccc(C(=O)Oc2cc(C)[nH]c(=O)c2[N+](=O)[O-])c1	i	1.9	16.3%	1.7%	5.0%	5.0	17.6%	-8.9%	7.0%
COc1ccc(CC(=O)NNC(=O)CSc2ccc(C)cc2)cc1	i	4.0	3.9%	-0.9%	-0.2%	-6.7	-1.2%[9.22 µM]	1.3%	-3.5%
CC(=O)c1cccc(NC(=O)CN(c2ccc(F)cc2)S(C)(=O)=O)c1	-4.3%[57.5 µM]	12.1	11.6%	0.9%	4.5%	0.7	-3.3%	0.2%	-2.7%
Cc1ccc(C)c(/C(O)=C2\C(=O)C(=O)N(CCCn3ccnc3)C2c2ccncc2)c1 (stereo unspecified)	i	0.0	-8.8%	0.3%	9.8%	-0.8	-7.4%	-14.6%	3.6%
COc1cc(/C=C2\SC(=S)N(NS(=O)(=O)c3ccccc3)C2=O)ccc1O	-31.0%[inhibitor]	-4.7	-8.8%	-31.4%	-61.2%[inhibitor]	-1.2	-79.1%[inhibitor]	-0.5%	?
COc1ccccc1S(=O)(=O)Nc1cccc(S(=O)(=O)N2CCCC2)c1	i	4.9	-19.8%	-25.7%	-9.3%	-10.2	-14.6%	13.2%	-0.6%
O/N=C(/Cc1ccccn1)c1ccccc1	i	22.4	-6.9%	21.1%	-14.6%	-7.4	7.2%	3.3%	-5.3%
O=C(c1ccc(NC(=O)C(c2ccccc2)c2ccccc2)cc1)c1ccc(C(=O)O)c(C(=O)O)c1	i	-22.9	-1.1%	0.0%	3.7%	-2.8	-1.9%	-12.1%	-1.5%
Cc1oc2cc3oc(=O)c(CCC(=O)NCCC(=O)O)c(C)c3cc2c1C	-14.7%	3.9	15.4%	19.0%	9.5%	1.7	8.5%	-4.9%	-10.2%
CCc1ccccc1OCCCCN1CCCC1	-10.8%[57.5 µM]	?	?	-8.9%	-4.1%	-0.5	-20.5%	-1.0%	-14.6%
C/C(CC(=O)Nc1ccccn1)=N\NC(=O)c1ccc2ccccc2c1	i	-5.8	-1.1%	-1.0%	-6.2%	-1.9	7.8%	0.4%	-31.9%
CCC(C(=O)NC(C)c1ccccc1)C(=O)NC(C)c1ccccc1 (stereo unspecified)	-37.6%[inhibitor]	20.1	-25.1%	-21.4%	-3.1%	5.9	12.6%	2.8%	19.0%
COc1cc2c(cc1CN1CCN(C(=O)c3cc(OC)c(OC)c(OC)c3)CC1)OCO2	-8.9%	3.7	-14.0%	-6.3%	5.2%	-12.4	-10.2%	-1.7%	-6.2%
COc1ccc(CNC(=O)c2cc3cc(S(=O)(=O)N4CCCCC4)ccc3n2C)c(OC)c1	-44.2%[inhibitor]	nt	-3.7%	nt	nt	0.4	15.4%	nt	0.0%
O=C(CCC(=O)N1CCSc2ccccc21)NCc1ccc(Cl)cc1	-13.2%	1.3	?	10.7%	8.2%	-0.2	0.0%	1.3%	-8.0%
CC(C)N1C(=O)CN(C2CCCCCC2)C(=O)C1c1ccccc1F (stereo unspecified)	-12.0%[57.5 µM]	-1.3	-4.9%	0.9%	7.2%	4.8	-15.1%	-0.8%	-0.5%
O=C(CSc1cccs1)Nc1cccc2ccccc12	-26.2%	14.2	-15.7%	-5.1%	1.5%	0.0	?	20.4%	10.4%
Cc1c(CN2CCCC(CO)(Cc3cccc(Cl)c3)C2)cnn1C (stereo unspecified)	i	-2.0	-44.3%	8.6%	3.9%	22.5	2.1%	3.1%	4.2%
COc1ccc(CCC(=O)NNC(=O)Nc2ccc(C(C)=O)cc2)cc1	i	-2.6	-2.4%	-10.7%	2.5%	0.5	-2.3%	1.2%	1.6%
NC(=O)c1c(NC(=O)c2ccc(S(=O)(=O)N3CCOCC3)cc2)sc2c1CCCCC2	-19.2%	-6.0	29.2%	-17.8%	0.0%	9.4	-9.7%	0.4%	-2.1%
CC(C)NS(=O)(=O)c1ccc(NC(=O)C(C)OC(=O)CCCOc2ccccc2)cc1 (stereo unspecified)	-0.8%	-7.9	-32.5%	?	3.5%	4.2	7.4%	-8.5%	-8.8%
COC(=O)CSc1[nH]c(=O)cc(C)c1C#N	-10.1%[57.5 µM]	4.1	-4.7%	24.4%	-0.9%	0.4	-11.8%	9.1%	1.2%
Cc1ccc(-n2nnnc2SCC(=O)N2CCc3ccccc3C2)cc1	-32.8%[inhibitor]	?	-23.1%	-12.0%	-21.2%	-9.3	-39.5%[inhibitor]	-4.7%	-9.2%
Cc1ccc(-c2cc(-c3ccccc3)nc(NN)n2)cc1	i	-28.5	?	-9.0%	6.4%	-18.2	?	14.3%	3.5%
O=c1c2ccccc2n(Cc2cccc(Cl)c2)c(=O)n1CCc1ccccc1	-7.7%	nt	14.6%	?	nt	0.9	0.0%	0.4%	5.4%
O=C(OCc1ccc([N+](=O)[O-])cc1)C1CCN(S(=O)(=O)c2ccccc2)CC1	-23.3%	19.8	7.5%	?	0.2%	-5.5	10µM*	1.7%	4.6%
CC(C)[C@H](NC(=O)N1CCn2c1nc1ccccc12)C(=O)NCc1ccccc1Cl	-9.2%	-1.2	?	-0.9%	-0.2%	2.1	17.8%	6.4%	0.5%
CN(CC(=O)Nc1cccc(F)c1)C(=O)CSc1ccc(Br)cc1	i	-18.4	?	0.0%	8.0%	-19.0	2.3%	9.1%	-8.8%
CCOc1ccc(NC(=O)CSc2ncn[nH]2)c([N+](=O)[O-])c1	i	1.2	12.1%	0.3%	-6.5%	-7.3	-8.8%	6.8%	-14.6%
COCCN1CCN(C(=O)c2ccc3nc(Cc4ccccc4F)oc3c2)CC1	i	1.0	8.4%	-17.9%	0.5%	-1.3	8.2%	-2.2%	-1.7%
Cc1ccc2nc(SCC(=O)NCc3ccco3)c(C#N)cc2c1	i	-20.0	27.0%	3.7%	-5.0%	-2.4	-7.6%	-15.5%	-0.4%
Cc1cc2nc(N(Cc3cccnc3)C(=O)c3ccc(Cl)s3)sc2cc1C	?	nt	6.1%	nt	nt	-1.6	0.6%	nt	-2.6%
Cc1cc(SCC(=O)NCCN2C(=O)CSC2=O)nc2c(C)cccc12	-0.5%	12.4	-11.6%	-8.5%	7.0%	7.6	15.4%	8.4%	10.5%
COc1ccc(Nc2ccc(Cl)nn2)cc1	-0.5%	0.0	12.3%	0.0%	5.8%	1.3	17.3%	-0.1%	1.3%
Fc1cc(F)cc(NC(=S)NCCCN2CCOCC2)c1	i	0.6	-4.2%	4.5%	-7.7%	0.8	10.5%	4.3%	-4.5%
CCOC(=O)N1CCN(c2ccc(O)cc2)CC1	-5.7%[57.5 µM]	20.8	-27.2%	12.1%	-12.3%	3.5	1.5%	4.6%	-10.6%
COc1ccc2c(c1)c(=O)cc(C)n2CC(=O)NCc1ccco1	i	64.6	5.1%	0.0%	-7.6%	-1.0	-16.7%	1.5%	10.5%
CCn1cc(C(=O)N2CCN(Cc3ccc4c(c3)OCO4)CC2)c2cc(OC)c(OC)cc2c1=O	i	2.5	2.1%	-15.6%	3.9%	3.0	-6.4%	15.2%	-22.3%
CCOc1cc(C(c2c(C)[nH][nH]c2=O)c2c(C)[nH][nH]c2=O)cc(Cl)c1O	i	-12.5	6.5%	-0.1%	-15.2%	-1.5	-0.3%	-1.7%	-4.5%
COc1ccc(/C=N/NC(=O)CNC(=O)c2ccc(S(=O)(=O)N3CCOCC3)cc2)c(OC)c1	-4.5%	21.2	21.9%	12.5%	-8.1%	4.5	?	1.1%	0.6%
C#CCOCCOCCOCCNc1nc(N2CCOCC2)nc(N2CCN(C(=O)[C@H](CCCCN)n3cc([C@@H](N)CC(C)C)nn3)CC2)n1	1.6%	?	11.6%	-7.7%	-3.0%	-20.4	-0.2%	0.4%	11.0%
CN(C)/C=C(\C(=O)c1ccccc1)c1nnnn1-c1ccc(F)cc1	i	2.3	2.9%	-8.4%	1.2%	-0.3	8.5%	1.6%	0.4%
O=C(CSc1nncn1-c1ccccc1)Nc1cc(F)ccc1F	i	10.3	2.3%	-10.8%	-0.1%	-3.2	-8.0%	5.1%	-0.4%
CCCOC1CCCN(Cc2nc(-c3ccc(C(=O)OC)cc3)no2)C1 (stereo unspecified)	-10.0%	7.5	?	14.9%	6.6%	13.9	-1.0%	-1.4%	-0.1%
O=C(O)C(Cc1ccc(O)cc1)N1C(=O)c2c(Cl)c(Cl)c(Cl)c(Cl)c2C1=O (stereo unspecified)	i	-21.6	21.3%	20.1%	0.1%	-1.3	-14.8%	1.7%	12.0%
C[C@@]12C(=O)N(c3cccc(Cl)c3)C(=O)N1[C@@H]1c3ccccc3OC[C@@H]1[C@H]2c1ccccc1	-10.0%	51.6	-4.4%	0.0%	-5.6%	5.1	4.2%	-5.9%	-6.2%
Cc1nn(C(=O)CCC(=O)NCCc2ccccc2)c2ccccc12	i	-0.1	15.2%	14.0%	2.9%	1.9	15.0%	10.8%	-4.7%
COc1ccc(OCC(=O)O/N=C(\N)Cc2ccc(Cl)cc2Cl)cc1	i	0.0	?	-29.2%	-19.7%	-10.9	26.0%	2.1%	-4.1%
CC(=O)O[C@@H]1[C@@H](OC(C)=O)[C@H](n2ccc3cc([N+](=O)[O-])ccc32)OC[C@@H]1OC(C)=O	i	4.0	10.4%	-28.7%	4.1%	-0.3	14.6%	-11.3%	13.2%
CCOC(=O)C(NC(=O)c1cccc(Cl)c1)(OCc1ccc(F)cc1)C(F)(F)F (stereo unspecified)	-3.2%	-6.5	-84.7%	-49.3%	-9.9%	11.0	?	2.0%	?
